SIAE inh = blocks human sialic acid acetylesterase. Q9HAT2. SIAE FP-Rh probe binding, fluorescence polarization. inhibition, % at 9.66 µM. 370,000 tested, 0.69% active. AID 1053197;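 active = inhibition above a cutoff: mean of compounds within the control limits plus 3 SD of those, cut at about 17% in these data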;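 also: 0% = plate median of compound wells and 100% = probe without SIAE protein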
Target sequence (Q9HAT2 whole entry, looked up): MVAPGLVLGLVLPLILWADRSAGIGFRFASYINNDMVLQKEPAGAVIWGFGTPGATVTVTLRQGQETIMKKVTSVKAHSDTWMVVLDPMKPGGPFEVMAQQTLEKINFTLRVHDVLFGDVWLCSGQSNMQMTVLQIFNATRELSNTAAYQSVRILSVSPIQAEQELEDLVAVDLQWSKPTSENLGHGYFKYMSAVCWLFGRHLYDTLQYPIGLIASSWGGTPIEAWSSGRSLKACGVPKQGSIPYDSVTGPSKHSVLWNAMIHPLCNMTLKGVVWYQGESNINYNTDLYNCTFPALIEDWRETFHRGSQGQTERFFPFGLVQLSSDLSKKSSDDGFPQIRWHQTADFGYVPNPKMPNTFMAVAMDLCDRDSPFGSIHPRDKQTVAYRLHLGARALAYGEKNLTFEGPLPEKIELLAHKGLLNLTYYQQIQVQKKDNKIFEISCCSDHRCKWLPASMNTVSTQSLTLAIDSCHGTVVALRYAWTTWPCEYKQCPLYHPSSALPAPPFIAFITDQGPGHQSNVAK
HTRA1 inhibitor = HTRA1 (human) protease inhibition; Q92743; recombinant HTRA1, FP-rhodamine activity-based probe, fluorescence polarization; inhibition, % at 5.96 µM; 340,000 tested, 0.5% active; in the data active = inhibition above about 36%;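 also: 0% = enzyme with DMSO and 100% = wells lacking enzyme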
LEDGF integ inh = blocks HIV-1 LEDGF/p75-dependent DNA integration; TR-FRET IN-LEDGF/p75 DNA integration, Eu/Cy5; inhibition, % at 3.7 µM; 370,000 tested, 0.64% active;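 active = inhibition above the screen-wide mean plus 3 SD, cut at about 13% in these data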;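 also: signal is the Cy5 over europium emission ratio at 671 and 618 nm; 0% = plate median of compound wells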
rCAG binder = molecules binding r(CAG) RNA repeats. r(CAG) RNA repeat, TO-PRO-1 dye displacement fluorescence. inhibition, % at 3 µM. 370,000 tested, 1.3% active. AID 651821;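 active = inhibition above the plate cutoff, the mean of all test compounds on that plate plus 3 SD, cut at about 35% in these data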;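 also: 0% = DMSO alone and 100% = 100 µM mitoxantrone as full dye displacement; higher means more dye released from RNA so lower well fluorescence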
PRMT1 FP inh = inhibitors of human PRMT1 | 370,000 tested, 1.3% active | recombinant PRMT1, activity-based probe fluorescence polarization | AID 652257 | inhibition, % at 2.79 µM | Q99873;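 active = inhibition above about 21% made by adding two undisclosed values, limit read from the data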
TCR-CD3 inh = inhibitors of human TCR-CD3 interaction. TAMRA-labeled TCR probe fluorescence, biochemical. inhibition, % at 9.4 µM. 360,000 tested, 0.37% active; in the data active = inhibition above about 19%;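 also: recombinant mutant TCR 2C K166C tagged with TAMRA read by polarization; 0% = receptor in buffer alone and 100% = receptor with positive control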
TDP2 absorb = TDP2 (human) inhibition, absorbance primary screen. AID 720702. recombinant TDP2, T5PNP hydrolysis, p-nitrophenol absorbance 415 nm. O95551. inhibition, % at 12.8 µM. 370,000 tested, 0.34% active;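 active = inhibition above the mean of all tested compounds plus 3 SD, set per campaign, cut at about 25% in these data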;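 also: 0% = DMSO with enzyme and 100% = buffer with substrate but no TDP2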
Target sequence (O95551 whole entry, looked up): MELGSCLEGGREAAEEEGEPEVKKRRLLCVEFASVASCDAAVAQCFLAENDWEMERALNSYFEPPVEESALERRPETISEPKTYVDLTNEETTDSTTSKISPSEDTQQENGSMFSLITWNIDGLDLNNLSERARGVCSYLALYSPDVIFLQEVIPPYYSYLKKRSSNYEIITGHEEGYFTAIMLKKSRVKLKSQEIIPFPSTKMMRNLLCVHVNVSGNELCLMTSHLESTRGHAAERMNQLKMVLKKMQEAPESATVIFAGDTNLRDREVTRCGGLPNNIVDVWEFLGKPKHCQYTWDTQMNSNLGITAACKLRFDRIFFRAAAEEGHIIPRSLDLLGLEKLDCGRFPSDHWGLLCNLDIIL
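Assay system: Recombinant human TDP2 | Quantity: 120 nM TDP2 per well | Incubation: 2 h at 37 °C | Signal: Epi absorbance | Evaluation: Percent inhibition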
ABHD4 inh = inhibits mouse alpha/beta hydrolase domain 4 | purified mABHD4, FP-Rh probe fluorescence polarization | 370,000 tested, 0.54% active | Q8VD66 | inhibition, % at 8.92 µM;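 active = inhibition exceeding the mean over every tested compound plus 3 SD, cut at about 30% in these data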;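 also: 0% = plate median of compound wells and 100% = S159A mutant with DMSO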
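Test system: mABHD4 protein; Read-out basis: % inhibition; Incubation: 45 min + 60 min at 25 °C; Repeats: single replicate; Technique: fluorescence polarization with parallel and perpendicular emission, 525/598 nm; Compound: 8.92 µM, single dose; Benchmarks: full inhibition S159A mutant plus DMSO, zero as sample-well median.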
MBD2 inh = blocks human MBD2 binding to methylated DNA. Q9UBB5. TR-FRET, MBD2 binding to methylated oligonucleotide. inhibition, % at 4.4 µM. 370,000 tested, 0.31% active. AID 686964; in the data active = inhibition above about 13%
NPR2 activator = GC-B (human) receptor activation; 370,000 tested, 0.11% active; activation, % at 10 µM; P20594; HEK293-GC-B cells, CNP EC30, cGMP TR-FRET; 0% at EC30 CNP, 100% saturating CNP; AID 1920062;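 active = activation at 10 µM reaching about 35% in either raw or pattern-adjusted values, limit read from the data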
The depositor's hits bear a star; . = no result given.

SMILES	SIAE inh	HTRA1 inhibitor	LEDGF integ inh	rCAG binder	PRMT1 FP inh	TCR-CD3 inh	TDP2 absorb	ABHD4 inh	MBD2 inh	NPR2 activator
CCOc1ccccc1NC(=O)COC(=O)c1cnc(C)cn1	1	4	-1	-1	-1	0	3	7	0	-3
CCc1nn2c(=O)c(S(=O)(=O)Nc3cccc(F)c3)c(C)nc2s1	3	3	-2	0	4	-1	7	6	0	-1
COc1ccc(N2CCN(CC(=O)NCc3ccccc3)CC2)cc1	0	-1	-4	-5	6	-6	-1	-13	9	0
CCOc1ccc(-c2nc(CSCC(=O)NC3CCCc4ccccc43)c(C)o2)cc1 (centres undefined)	-8	0	3	1	4	-2	-1	0	2	-14
N#Cc1ccc(CSc2nnc(-c3ccncc3)n2CCc2ccccc2)cc1	5	-5	3	-8	1	0	4	1	2	-5
N#Cc1ccc(OCC(=O)Nc2cc(S(=O)(=O)N3CCCCC3)ccc2N2CCCCC2)cc1	-14	0	-1	2	-2	7	-18	-8	-9	-8
COc1ccc(OCc2cc(C(=O)N(C)Cc3cnccn3)no2)c(Cl)c1	-4	0	1	-2	-3	4	-29	-10	-1	5
CCNC(=S)NNC(=O)c1cc(C2CC2)nc2ccccc12	-4	-1	5	2	-2	10	-7	1	0	-5
Cc1cccc(NNC(=S)Nc2c(C)cccc2C)c1	5	8	-3	-1	6	-13	10	15	2	1
CCc1cc2c(=O)c(-c3cnn(-c4ccccc4)c3)c(C)oc2c(CN2CCCCC2)c1O	-10	-11	-2	-2	2	0	8	-2	-1	1
COc1ccc(-c2cc(=O)oc3c(C)c(OC(C)C(C)=O)ccc23)cc1 (centres undefined)	1	-15	2	-2	-2	1	-4	-10	-2	0
CC(C)c1ccc(O)c(NC(=O)c2cccnc2)c1	2	4	-2	-2	-4	5	2	9	5	4
CN(Cc1ccsc1)C(=O)CCc1nnc(Cc2c[nH]c3ccccc23)o1	3	-3	-4	1	-1	-1	2	3	0	-5
CCOC(=O)CC[C@@]1(C(=O)OCC)C[C@@H](CC(=O)NCc2ccc(OC)c(OC)c2)C(=O)N2CCCC=C21	-3	.	-3	1	2	.	-5	4	1	-6
COc1ccc(C2NC(C(=O)O)Cc3c2[nH]c2ccccc32)cc1CN1CCN(c2ccc(F)cc2)CC1 (centres undefined)	-5	-4	-1	2	-1	-3	-2	2	2	5
COc1ccccc1NC(=O)Cn1c2ccc(F)cc2c2nc3n(c(=O)c21)CCS3	-12	-21	-2	6	-5	1	-6	-4	-6	-2
Fc1ccc(C(c2ccc(F)cc2)N2CCN(C/C=C/c3ccccc3)CC2)cc1	0	-17	0	3	0	6	-2	12	-3	1
C=CCNC(=O)C1CC1(c1ccccc1)c1ccccc1 (centres undefined)	0	-1	-1	-4	-1	-1	-5	-2	0	-3
C=CCN(c1ccccc1Cl)S(=O)(=O)c1cccc(C(=O)NCCc2ccc(OC)cc2)c1	-4	-46	90*	6	-1	1	9	-14	-3	2
CCN1CCN(c2cc3c(cc2F)c(=O)c(S(=O)(=O)c2ccccc2)cn3C)CC1	-10	2	1	-3	-2	-1	-11	-8	-4	12

Compound profiles, from the list above.
`COc1ccc(N2CCN(CC(=O)NCc3ccccc3)CC2)cc1` is listed with SIAE inh = 0; HTRA1 inhibitor = -1; LEDGF integ inh = -4; rCAG binder = -5; PRMT1 FP inh = 6; TCR-CD3 inh = -6; TDP2 absorb = -1; ABHD4 inh = -13; MBD2 inh = 9; NPR2 activator = 0
`CN(Cc1ccsc1)C(=O)CCc1nnc(Cc2c[nH]c3ccccc23)o1` is listed with SIAE inh = 3; HTRA1 inhibitor = -3; LEDGF integ inh = -4; rCAG binder = 1; PRMT1 FP inh = -1; TCR-CD3 inh = -1; TDP2 absorb = 2; ABHD4 inh = 3; MBD2 inh = 0; NPR2 activator = -5

The list continues.
SMILES	SIAE inh	HTRA1 inhibitor	LEDGF integ inh	rCAG binder	PRMT1 FP inh	TCR-CD3 inh	TDP2 absorb	ABHD4 inh	MBD2 inh	NPR2 activator
C=CCn1c(SCC(=O)NC2CCCCC2)nnc1-c1sc(N)nc1C	11	2	1	0	0	10	1	-1	-1	-2
O=C(COc1ccc(F)cc1)Nc1ccccc1N1CCOCC1	8	-5	-1	-7	4	-1	11	3	-5	5
O=C1N[C@@H](Cc2ccccc2)C(=O)N2[C@@H]1C[C@@]1(Br)c3ccccc3N(S(=O)(=O)c3ccccc3)[C@@H]21	1	-12	0	3	0	4	-7	7	0	-2
O=C(O)c1cccc(NC(=O)c2cccc(S(=O)(=O)N3CCCCC3)c2)c1	-1	-6	1	10	-1	6	1	-11	-4	0
COC(=O)c1cc(S(=O)(=O)NCc2cccc(Br)c2)c[nH]1	3	0	1	4	-5	4	2	-5	3	3
O=C(Nc1ccc2ccccc2c1)/C(=C\c1ccc2c(c1)OCO2)NC(=O)c1ccco1	7	-37	-1	16	0	8	-4	3	4	1
COc1ccc(Br)c(C(=O)N2CCCC2(C)C(=O)NCC(C)C)c1 (centres undefined)	0	.	-1	3	2	-2	3	1	5	0
COc1ccc2[nH]cc(C(=O)CN(C)CCc3ccc(OC)c(OC)c3)c2c1	3	4	0	3	2	6	1	0	12	1
COc1ccc(C(=O)Nc2nc3ccccc3[nH]2)cc1S(=O)(=O)N1CCCC1	-14	-1	2	9	0	-8	-10	-29	8	-1
Cc1c(Cl)ccc2c(C(=O)NCCN3CCCCC3)cc(-c3ccccn3)nc12	0	-14	4	2	0	7	-2	2	1	-17
O=C(O)c1cccc(NS(=O)(=O)c2cccc3nsnc23)c1	1	-2	-2	1	-1	5	12	13	2	-5
Cc1onc(-c2ccccc2Cl)c1C(=O)OCc1nnc(-c2ccccc2)o1	-4	-8	1	-2	3	-10	-7	-8	1	-1
O=C(COc1ccc(/C=N/NC(=O)c2ccccc2O)cc1)Nc1ccc([N+](=O)[O-])cc1	-5	5	0	7	-3	1	3	2	2	0
O=C(COc1ccccc1Cl)N1CCN(c2ccc(F)cc2)CC1	1	-2	-1	-8	0	5	2	-5	3	-1
O=C1CCCc2cc3c(ccc4ccccc43)cc21	-2	-37	-6	11	0	-2	-11	-4	3	-5
COc1ccc(OC)c(-c2cc(C(F)(F)F)c3c(n2)sc2c(O)cc(=O)[nH]c23)c1	-20	-9	-1	5	0	9	16	9	-4	-9
Cc1ccc(C)c(NC(=S)NCc2ccc3c(c2)OCO3)c1	18*	0	1	-1	-1	8	1	0	-1	3
CC(C)CCNC(=O)c1ccc2c(c1)ncn2C1CCCC1	2	-4	-2	-6	0	-1	7	-2	-7	8
NC(=O)c1noc(C(=O)N(CC(=O)NC2CCCC2)Cc2ccc3c(c2)OCO3)c1N	1	5	0	-3	3	-7	7	4	2	2
NNC(=O)c1ccc(Cn2cc(Cl)cn2)o1	10	-4	4	-2	-2	1	6	-3	-1	1
CCCC1C2C(=O)N(c3ccccc3OCC)C(=O)C2ON1c1ccccc1 (centres undefined)	2	-4	-1	1	2	5	8	-4	4	-1
C/C(=N\NC(N)=O)c1cccc(Cl)c1	1	8	1	0	-2	1	-1	4	-3	-4
O=C(c1ccccc1)[C@H]1CC=CC[C@H]1C(=O)O	-1	-1	0	0	2	-2	-8	-1	1	3
C/C(=N\Nc1cccc(Cl)c1)c1ccncc1	6	-3	-3	3	0	-3	-4	4	-4	5
CCN(CC)CC(=O)NCC1(c2ccccc2)CCOCC1	4	-3	3	-6	1	5	-1	4	-2	0
COC(C(=O)Nc1cc([N+](=O)[O-])ccc1C)c1ccccc1 (centres undefined)	1	-12	-6	0	2	-4	6	4	2	3
CC12CCC(=O)N1C(C(=O)Nc1ccccc1N1CCCCC1)CS2 (centres undefined)	1	-5	2	0	-1	1	6	1	-5	3
O=C(NC1CC1)C1CCN(C2CCN(Cc3ccccc3C(F)(F)F)CC2)CC1	-2	0	6	-7	3	6	4	5	1	0
COc1ccc(S(=O)(=O)N2CCCCC2)cc1NC(=O)CCOc1cc(C)ccc1C	-1	-11	5	2	-1	5	-2	2	-6	-1
C[C@@H]1CN([C@@H](C)CO)C(=O)c2cccc(NC(=O)Nc3ccc(F)cc3)c2O[C@@H]1CN(C)Cc1ccc(Oc2ccccc2)cc1	-17	-76	-1	6	-1	1	-8	-4	1	-3
O=C(O)CCC(=O)N1CCN(S(=O)(=O)c2ccc3ccccc3c2)CC1	-10	3	-1	-1	4	3	5	2	2	-4
Cn1cccc1/C=N/NC(=O)c1ccn[nH]1	2	9	0	-3	0	-5	3	-1	3	2
Cc1cc(C(=O)COC(=O)c2nc3nccc(C)n3n2)c(C)n1CC1CCCO1 (centres undefined)	3	2	-1	-2	5	-4	1	9	6	-4
C1=NN(c2ccccc2)C=NN1c1ccccc1	-1	3	3	0	1	1	-11	1	1	1
Cc1ccc(NC(=O)c2cnccn2)cc1S(=O)(=O)N(C)C	-2	6	0	0	-2	3	-16	0	-1	-4
O=C(NNC(=O)C(c1ccccc1)c1ccccc1)c1ccccc1O	12	33	-12	6	-1	13	2	3	4	0

Structural class: the compounds so far with a Cl atom
SMILES	SIAE inh	HTRA1 inhibitor	LEDGF integ inh	rCAG binder	PRMT1 FP inh	TCR-CD3 inh	TDP2 absorb	ABHD4 inh	MBD2 inh	NPR2 activator
COc1ccc(OCc2cc(C(=O)N(C)Cc3cnccn3)no2)c(Cl)c1	-4	0	1	-2	-3	4	-29	-10	-1	5
C=CCN(c1ccccc1Cl)S(=O)(=O)c1cccc(C(=O)NCCc2ccc(OC)cc2)c1	-4	-46	90*	6	-1	1	9	-14	-3	2
Cc1c(Cl)ccc2c(C(=O)NCCN3CCCCC3)cc(-c3ccccn3)nc12	0	-14	4	2	0	7	-2	2	1	-17
Cc1onc(-c2ccccc2Cl)c1C(=O)OCc1nnc(-c2ccccc2)o1	-4	-8	1	-2	3	-10	-7	-8	1	-1
O=C(COc1ccccc1Cl)N1CCN(c2ccc(F)cc2)CC1	1	-2	-1	-8	0	5	2	-5	3	-1
NNC(=O)c1ccc(Cn2cc(Cl)cn2)o1	10	-4	4	-2	-2	1	6	-3	-1	1
C/C(=N\NC(N)=O)c1cccc(Cl)c1	1	8	1	0	-2	1	-1	4	-3	-4
C/C(=N\Nc1cccc(Cl)c1)c1ccncc1	6	-3	-3	3	0	-3	-4	4	-4	5

High-throughput results: PubChem BioAssay, several laboratories

Only part of the results is shown, so the mix of outcomes need not match the whole.
